# Compound activity deposited in PubChem BioAssay by NCI.
# All columns: NCI-60 one-dose screen, growth in % after 48 h at 10 µM unless noted; 100 = growth as untreated, 0 = no growth, -100 = all killed.
# RPMI-8226: RPMI-8226 leukemia cells. 7.5% of 77,000 active. AID 1794781
# HOP-62: HOP-62 NSCLC; 3.9% of 80,000 active
# MDA-MB-435: MDA-MB-435 melanoma; 7.8% of 82,000 active; AID 1794794
# MOLT-4: MOLT-4 leukemia cells; 6.9% of 80,000 active
# HOP-92: HOP-92 NSCLC cells; 6.3% of 71,000 active; AID 1794738
# K-562: K-562 leukemia. 7.4% of 78,000 active. AID 1794777
# SR: SR leukemia cells. AID 1794780. 8.7% of 73,000 active
# CCRF-CEM: CCRF-CEM leukemia; AID 1794778; 7% of 77,000 active
# Active calls of the source: *; . = not tested or not shown; & = joins results of further samples. How the source made its calls: active means growth percent below 10; inactive means the rest.
SMILES,RPMI-8226,HOP-62,MDA-MB-435,MOLT-4,HOP-92,K-562,SR,CCRF-CEM
O=C(O)C(CCCCN1C(=O)c2ccccc2C1=O)N1C(=O)c2ccccc2C1=O (stereo not given),96,93,104,94,97,93,90,89
CCCCCCCC(=O)SCC/C=C/[C@@H]1CC(=O)NCc2cccc(n2)C2=N[C@@](C)(CS2)C(=O)N[C@@H](C(C)C)C(=O)N1,17,12,20,17,38,16,19,45
CN(C)c1ccc2nc3ccc(=N)cc-3sc2c1,6.7*,54,-60*,.,.,20,12,.
Fc1ccc(Nc2ncnc3ccc(-c4cnc5[nH]ccc5c4)cc23)cc1Cl,-18*,29,52,46,-5.4*,4.3*,-26*,40
NCC(=O)OC(c1ccccc1)(c1ccccc1)c1ccccc1,97,102,108,93,.,95,93,.
C=CCC(CCC(CC=C)C(=O)O)C(=O)O (stereo not given),101,101,109,101,.,99,86,.
CCCCN(CCCC)C(=O)c1ccccc1C,100,94,108,103,86,106,100,99
Cc1ccc(N2CCN(CC(O)COc3cccc4ccccc34)CC2)cc1 (stereo not given),.,83,121,.,102,100,.,107
O=C(O)c1cn(-c2ccc(F)cc2)c2cc(N3CCNCC3)c(F)cc2c1=O,96,98,102,103,98,85,99,91
OC(c1cccc2ccccc12)c1nccn1Cc1ccccc1 (stereo not given),93,84,103,100,86,104,100,99
C=C(Cl)COC(=O)C(C)(C)O,99,105,104,97,103,94,91,93
COc1ccc(NC(=O)Nc2ccc(-c3ccc(OC)c(OC)c3)nc2C)cc1,84,57,65,86,73,73,57,97
Cc1cc(N2CCCC2)nc(N(CCNc2ccnc3cc(Cl)ccc23)Cc2ccco2)n1,-42*,43,44,-9.5*,-15*,-1.9*,-15*,11
O=C(O)c1ccc(-c2ccc(/C=N/NC(=O)c3[nH]c4ccc(Br)cc4c3-c3ccccc3)s2)cc1,12,29,4.3*,11,-4.6*,22,0.4*,7.7*
Cc1cc(C)c(C)c(I)c1C,102,76,100,99,.,99,97,92
O=C1NC(=S)NC(=O)C1=Cc1cccc(C=C2C(=O)NC(=S)NC2=O)c1,101,104,108,102,116,102,97,99
Clc1ccc2c(NCCCNc3nccc(Nc4ccc(Br)cc4)n3)ccnc2c1,-60*,1.4*,-88*,-45*,.,-69*,.,-24*
Cc1ccc(S(=O)(=O)c2nc(-c3ccccc3)oc2S(C)=O)cc1 (stereo not given),-51*,78,37,-29*,-52*,-31*,-27*,-41*
CCOC(=O)CCN(C(=O)Nc1ccccc1)C1CCCCC1,.,87,106,94,111,132,129,107
O=[N+]([O-])c1ccc(NS(=O)(=O)c2ccc(Cl)c(Cl)c2)cc1,36,82,89,81,-1.7*,66,.,.
Cc1ccc2c(c1C)N1OC(C2)C[C@H]1c1cccc2ccccc12 (stereo not given in full),87,89,96,76,.,76,70,94
CCOC(=O)Cc1csc2nc(-c3ccccc3)nn12,113,103,113,111,79,128,99,103
Fc1ccc(Nc2nc(Nc3ccc(-c4nc5ccccc5[nH]4)cc3)c3cn[nH]c3n2)cc1,1.7*,86,90,22,79,-29*,-21*,32
O=C(NCCc1ccccc1)/C(=C\c1ccc(Cl)cc1Cl)NC(=O)c1ccccc1,92,99,97,95,81,122,88,98
O=C1NN(c2ccccc2)C(c2cccnc2)=N/C1=C\c1ccccc1,77,99,97,101,86,118,88,102
CN1CC(=O)N(/N=C2\C(=O)Nc3ccccc32)C1=S,97,85,102,109,98,111,99,102
O=C(Nc1ccc(Cl)c(Cl)c1)N1CCN(c2cc(-c3cn(-c4ccccc4)nc3-c3cccc(O)c3)ccn2)CC1,41,89,10,20,41,37,42,33
CC1=C(C)C(=O)C(Nc2ccc3c(c2)OCCO3)=C(Br)C1=O,100,98,102,-7.8*,68,4.5*,78,13
COc1ccc(C2CC(c3ccc(OC)cc3OC)=NN2C(=O)c2ccc(S(N)(=O)=O)cc2)cc1 (stereo not given),98,110,105,97,.,107,104,101
CC1=CSC2=NC(c3ccc(Cl)cc3)=CC(c3ccc(C)cc3Br)N12 (stereo not given),78,115,90,92,96,88,36,88
COc1cc(C(=O)Nc2cc3c(cc2Oc2cc(C)cc(C)c2)C(=O)N(C)[C@@H](CC(=O)N(C)O)C(=O)N3)c(Br)c(OC)c1OC,-26*,-16*,-86*,.,-16*,.,.,2.9*
COc1cccc2c1OC1(CCN(Cc3ccccc3)CC1)N1N=C(c3ccccc3)CC21 (stereo not given),99,108,96,100,86,102,104,101
Cc1ccc2nc(COc3ccc(C(=O)NNC(=O)Nc4ccc(Cl)cc4)cc3)[nH]c2c1,97,94,100,101,91,94,82,97
O=C(CSc1nnc(-c2ccncc2)o1)N/N=C/c1ccc(Cl)cc1,101,107,101,110,103,104,111,100
O=C(O)C(Cc1ccccc1)N1C(=O)/C(=C/c2cccnc2)SC1=S (stereo not given),109,107,105,102,101,106,107,114
O=C1c2cccnc2C(=O)c2c1c(C(=O)N1CCCCC1)c1ccccn21,75,51,92,103,96,87,59,105
O=C1NN(C(=O)c2ccc([N+](=O)[O-])cc2)C(c2ccccc2)=N/C1=C/c1ccoc1,56,95,104,.,102,80,.,80
Cc1nc2cc(C)c(C)cc2o1,109,113,104,98,108,.,107,99
O=C(O)C[n+]1ccccc1,86,95,101,103,84,84,84,102
O=c1[nH]c2ccccc2cc1-c1nnc(-c2cccnc2)o1,105,99,105,99,99,89,109,97
CCC1CN(CC(O)c2ccc(Br)cc2)CCO1 (stereo not given),110,108,107,110,69,111,116,105
O=c1c2c3c(sc2n2cnnc2n1Cc1ccccc1)CCCC3,73,119,113,86,90,70,79,82
N#Cc1cnn2c1NC1=C(CCc3ccccc31)C2c1ccc(Cl)cc1 (stereo not given),102,92,100,102,94,108,87,101
Cn1c(/C(C#N)=C/c2ccc3ccccc3c2)cc2ccccc21,5.6*,38,-15*,20,65,14,19,12
CCNC(=O)Oc1ccc(/C(=C(/C)c2ccccc2)c2ccc(OCCN(C)C)cc2)cc1,72,128,88,74,77,28,50,80
CC1=NN(c2nc(-c3ccc(F)cc3)c(C#N)c(N3CCOCC3)n2)C(=O)C1,58,84,53,77,106,63,73,81
Cc1ccc(S(=O)(=O)Oc2ccc(-c3ccc4occc4c3)cc2)cc1,101,105,95,98,89,89,99,94
COc1ccc(-c2cnoc2-c2ccc(OC)cc2O)cc1,50,37,-29*,44,52,25,.,.
CCn1c(Cc2ccccc2Nc2c(Cl)cccc2Cl)nnc1SCC(=O)NN1C(=O)/C(=C/c2ccc(OC)cc2)SC1=S,94,91,98,89,86,97,91,82
Cc1ccc(Sc2oc(-c3ccc(C)cc3)nc2[P+](c2ccccc2)(c2ccccc2)c2ccccc2)cc1,-38*,9.9*,-30*,-26*,-9.3*,5.0*,-19*,-2.0*
COc1ccc(-c2nc3sc(C)nn3c2/C=C2/C(=O)Nc3ccccc32)cc1,66,92,90,67,84,85,68,77
CC(C)c1ccc2c(c1)CC[C@H]1[C@](C)(C(=O)OCC#CCN3CCOCC3)CCC[C@]21C,46,103,92,85,84,73,82,30
CCCCn1c(=O)c(/C=C/C(=O)/C=C/c2ccc(OC)cc2)cc2cc(Cl)ccc21,-19*,102,96,44,102,25,3.2*,29
CCN(C(=S)Nc1cccc(C(F)(F)F)c1)c1ccccc1,87,100,96,86,89,90,114,94
Cc1nc2sc(C(=O)Nc3ccc(S(N)(=O)=O)cc3)c(N)c2c(C)c1Br,93,93,100,83,131,92,80,90
COc1ccc(Cc2cc(-c3ccccc3)nn(C/C(=N\O)c3ccccc3)c2=O)cc1,43,85,81,41,47,48,57,73
O=C(Nc1ccccc1)Nc1ncnc2c1ncn2-c1ccccc1Cl,100,102,97,98,96,99,93,100
O=c1[nH]c(CNc2ccc(NCc3c(-c4ccccc4)no[n+]3[O-])cc2)nc2c1cnn2-c1ccccc1,62,105,78,44,85,50,46,58
CCOC(=O)Cc1csc(Nc2ccc(C(=O)O)cc2)n1,104,98,107,109,103,102,99,98
O=C(O)c1cn(C2CC2)c2cc(N3CCN(Cc4nc5c(cnn5-c5ccccc5)c(=O)[nH]4)CC3)c(F)cc2c1=O,105,96,104,103,99,103,98,100

# (more compounds)
SMILES,RPMI-8226,HOP-62,MDA-MB-435,MOLT-4,HOP-92,K-562,SR,CCRF-CEM
C=CCOC1=C2CC[C@H](O)[C@@]2(C)CCC1=O,97,102,107,93,107,99,91,92
Nc1ccc(N=Nc2c(S(=O)(=O)O)cc3cc(S(=O)(=O)O)cc(O)c3c2O)cc1,91,103,103,170,110,158,99,108
CC1(C)CC[C@]2(C(=O)N3CCOCC3)CC[C@]3(C)C(=CC[C@@H]4[C@@]5(C)Cc6c([nH]c7ccccc67)C(C)(C)[C@@H]5CC[C@]43C)[C@@H]2C1,83,103,86,86,95,84,99,88
C#C[C@]1(O)CC[C@H]2[C@@H]3CC=C4c5sc(Nc6ccc(C(=O)O)cc6)nc5CC[C@]4(C)[C@H]3CC[C@@]21C,44,101,103,83,105,80,58,79
O=C1Nc2ccc(F)cc2/C1=C/C(=O)c1cc2ccccc2oc1=O,79,97,103,65,95,34,42,40
C/C1=C\[C@H](C)CC[C@H](C(Cl)(Cl)Cl)OC(=O)C[C@@H]([C@@H]2C[C@H]2Cl)OC(=O)/C=C/[C@@H]2[C@@H]1CC=C1C(=O)NC[C@@]12C,68,102,103,69,98,99,79,79
COc1cc(Cn2cc(C#N)c(N)c2C(=O)c2ccc(Cl)cc2Cl)cc(OC)c1OC,102,96,98,100,91,105,105,99
Cc1cc(N=Nc2ccc(C)c(N=Nc3cc(C)c(N)cc3N)c2)c(N)cc1N,88&44,81&61,12&100,62&64,66,35&76,35&98,61&84
S=C(NCNC(=S)c1ccncc1)c1ccncc1,114,106,105,118,106,111,115,109
CCN(CC)S(=O)(=O)c1ccc(-c2nc(C(Cl)Cl)nc3cc(C)nn23)cc1,-7.2*,5.6*,15,36,-5.0*,8.4*,9.5*,49
CCCc1cc(=O)[nH]c(-n2nc(N)cc2N)n1,98,92,92,91,88,97,86,95
O=[N+]([O-])c1ccc(N/N=C\c2ccc(O)c(S(=O)(=O)O)c2)nc1,91,108,114,90,105,102,97,77
NNC(=O)c1ccc(Sc2ccc([N+](=O)[O-])cc2)cc1,90,93,104,101,60,91,98,80
N#Cc1c(-c2ccccc2)c(C#N)c2c(C#N)c(N)nn2c1N,21,40,-40*,12,27,6.8*,2.7*,13
O=C(COc1ccc(/C=C2/SC(=O)NC2=O)cc1)Nc1cccc(C(F)(F)F)c1,31,106,107,10,121,64,.,.

# Four entries from above in another layout.
> O=[N+]([O-])c1ccc(N/N=C\c2ccc(O)c(S(=O)(=O)O)c2)nc1
  RPMI-8226: 91
  HOP-62: 108
  MDA-MB-435: 114
  MOLT-4: 90
  HOP-92: 105
  K-562: 102
  SR: 97
  CCRF-CEM: 77
> NNC(=O)c1ccc(Sc2ccc([N+](=O)[O-])cc2)cc1
  RPMI-8226: 90
  HOP-62: 93
  MDA-MB-435: 104
  MOLT-4: 101
  HOP-92: 60
  K-562: 91
  SR: 98
  CCRF-CEM: 80
> N#Cc1c(-c2ccccc2)c(C#N)c2c(C#N)c(N)nn2c1N
  RPMI-8226: 21
  HOP-62: 40
  MDA-MB-435: -40*
  MOLT-4: 12
  HOP-92: 27
  K-562: 6.8*
  SR: 2.7*
  CCRF-CEM: 13
> O=C(COc1ccc(/C=C2/SC(=O)NC2=O)cc1)Nc1cccc(C(F)(F)F)c1
  RPMI-8226: 31
  HOP-62: 106
  MDA-MB-435: 107
  MOLT-4: 10
  HOP-92: 121
  K-562: 64
  SR: .
  CCRF-CEM: .

# Next part.
SMILES,RPMI-8226,HOP-62,MDA-MB-435,MOLT-4,HOP-92,K-562,SR,CCRF-CEM
O=C1C=CC(=Nc2cc(Br)c(O)c(Br)c2)C=C1,-19*,82,36,-29*,30,13,.,7.5*
COC(=O)c1c2c(c(C)[n+]([O-])c1C)C(=O)C(NCc1cccc(Cl)c1)=CC2=O,27,42,-69*,-13*,38,6.9*,10.0*,18
CNC(=O)c1cccc(NC(=O)c2ccc3c(c2)nnn3/C(C#N)=C/c2ccccn2)c1,-24*,83,12,-19*,-30*,0.0*,-5.4*,-25*
C=CCC(=O)N[C@H](Cc1ccc(-c2cc(Cl)cc(Cl)c2)cc1)[C@H](O)[C@@H](O)C(=O)OCC,84,83,94,82,84,86,79,95
CCOC(=O)c1c(Cl)c2c(n1C)-c1oncc1CCC2,72,106,103,82,84,93,81,81
COc1ccc(-c2nc3ncccn3c2-c2nc3ccc(C)cc3[nH]2)cc1,97,104,107,95,92,104,98,97
c1ccc(-c2nnc3ccccc3n2)cc1,58,27,109,87,51,103,.,106
CCCCCCCCCCCCCCCCNCCC[C@@H](C)[C@H]1CC[C@H]2[C@@H]3[C@H](OCCCN)C[C@@H]4C[C@H](OCCCN)CC[C@]4(C)[C@H]3C[C@H](OCCCN)[C@]12C,-15*,-50*,-28*,-34*,-33*,-35*,2.6*,-46*
CCOC(=O)CCN1C(=O)CCC1C(=O)OCC (stereo not given),99,99,117,94,91,97,.,98
c1ccc(COC(Cc2ccccc2)OCc2ccccc2)cc1,103,88,98,109,100,107,107,101
O=[N+]([O-])c1ccc(-c2cn3nc(-c4c[nH]c5ccc(Br)cc45)sc3n2)cc1,95,86,99,94,92,106,92,102
CC1=NN(c2cccc(Cl)c2)C(=O)/C1=C\c1cccn1S(=O)(=O)c1ccc(C)cc1,61,89,76,61,11,58,57,73
COc1ccc(C2CC(n3nnnc3-c3ccccc3)=NN2)cc1Br (stereo not given),94,90,106,78,87,91,96,94
O=[N+]([O-])c1ccc(-c2nn(-c3ccccc3)cc2C2CC(c3ccc(F)cc3)=NN2)cc1 (stereo not given),88,48,89,86,146,96,104,78

# Full records, looked up by structure. Order of values: RPMI-8226, HOP-62, MDA-MB-435, MOLT-4, HOP-92, K-562, SR, CCRF-CEM
# Listed for `O=C(O)C[n+]1ccccc1` = 86, 95, 101, 103, 84, 84, 84, 102
# Listed for `COc1ccc(C2CC(n3nnnc3-c3ccccc3)=NN2)cc1Br` (stereo not given) = 94, 90, 106, 78, 87, 91, 96, 94

# Outcome played no part in choosing rows. About 14% of those tested had a hit in this group.
